UBC13 polyUb: blocks human UBC13 polyubiquitin chain formation; inhibition, % at 20 µM; 330,000 compounds, 0.47% hits; TR-FRET; AID 485273; in the data active = inhibition above about 45%, passing the limit was not always enough
Target sequence (P61088 whole entry, looked up): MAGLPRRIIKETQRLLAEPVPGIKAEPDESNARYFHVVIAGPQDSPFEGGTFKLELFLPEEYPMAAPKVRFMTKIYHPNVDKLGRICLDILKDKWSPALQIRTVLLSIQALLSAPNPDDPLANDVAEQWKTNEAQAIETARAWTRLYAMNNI
Jurkat NFkB inh: inhibitors of the PMA/ionomycin-induced NF-kB reporter in Jurkat cells; AID 435003; inhibition, % at 4 µM; 330,000 compounds, 0.53% hits; PMA/ionomycin-induced NF-kB luciferase reporter, luminescence; in the data active = inhibition above about 50%
CCR6 antag: CCR6 (human) receptor antagonism; inhibition, % at 20 µM; 340,000 compounds, 0.49% hits; CHO-K1 CCR6 PathHunter beta-arrestin, luminescence, CCL20-stimulated; P51684;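 active = compounds whose inhibition of the agonist-driven luminescence signal at 20 µM reaches about 50%, limit read from the data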;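 note: cells stimulated with CCL20 at 14 nM final; plate controls were DMSO with CCL20 for no effect and DMSO without agonist for full effect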
Target sequence (P51684 whole entry, looked up): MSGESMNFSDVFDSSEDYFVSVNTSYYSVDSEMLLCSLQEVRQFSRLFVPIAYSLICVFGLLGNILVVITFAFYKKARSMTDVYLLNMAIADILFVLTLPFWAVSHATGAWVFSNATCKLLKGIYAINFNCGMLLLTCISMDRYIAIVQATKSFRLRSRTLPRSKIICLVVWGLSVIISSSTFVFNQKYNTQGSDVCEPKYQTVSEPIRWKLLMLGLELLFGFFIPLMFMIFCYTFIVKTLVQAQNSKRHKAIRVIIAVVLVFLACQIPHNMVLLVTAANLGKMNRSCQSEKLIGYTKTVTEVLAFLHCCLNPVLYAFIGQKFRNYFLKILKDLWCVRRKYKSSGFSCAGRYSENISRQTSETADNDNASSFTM
EBI2 antag: EBI2 (human) antagonism | 360,000 compounds, 0.81% hits | EBI2 beta-arrestin recruitment, luminescence, 7a,25-OHC stimulated | inhibition, % at 5 µM | P32249 | AID 651636; in the data active = inhibition above about 38%;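 note: enzyme fragment complementation signal reports receptor beta-arrestin coupling in cells; 0% = agonist plus DMSO wells and 100% = wells without agonist; some results beyond the cut were filed as inactive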
CXCR6 inh: inhibitors of human CXCR6 receptor | O00574 | CHO-K1 PathHunter CXCR6 beta-arrestin, luminescence | inhibition, % at 20 µM | 360,000 compounds, 0.36% hits | AID 602244; in the data active = inhibition above about 34%, passing the limit was not always enough;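 note: antagonist mode with CXCL16 agonist at 10 nM final; 0% = 10 nM CXCL16 with DMSO and 100% = unstimulated wells without agonist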
Gli-Sufu block: Gli-Sufu pathway antagonism. Sufu-KO-LIGHT fibroblasts, Gli luciferase reporter luminescence. inhibition, % at 5 µM. 340,000 compounds, 0.74% hits;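 active = inhibition above about 55%, limit read from the data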;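 note: 0% = DMSO-treated cells and 100% = wells with medium but no cells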
697 NFkB inh: inhibitors of the PMA/ionomycin-induced NF-kB reporter in 697 B cells | 330,000 compounds, 0.33% hits | AID 435022 | inhibition, % at 4 µM | 697 B-cell NF-kB luciferase reporter, 16 h; in the data active = inhibition above about 35%
APJ antag: blocks the human apelin receptor APJ | P35414 | 330,000 compounds, 0.32% hits | CHO-K1 APJ beta-arrestin complementation, luminescence | inhibition, % at 20 µM;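 active = inhibition above about 40% at 20 µM, limit read from the data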;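 note: cells challenged with 10 nM apelin-13 agonist together with compound; plate controls were apelin-13 plus DMSO wells for no effect and DMSO wells lacking apelin-13 for full effect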
Target sequence (P35414 whole entry, looked up): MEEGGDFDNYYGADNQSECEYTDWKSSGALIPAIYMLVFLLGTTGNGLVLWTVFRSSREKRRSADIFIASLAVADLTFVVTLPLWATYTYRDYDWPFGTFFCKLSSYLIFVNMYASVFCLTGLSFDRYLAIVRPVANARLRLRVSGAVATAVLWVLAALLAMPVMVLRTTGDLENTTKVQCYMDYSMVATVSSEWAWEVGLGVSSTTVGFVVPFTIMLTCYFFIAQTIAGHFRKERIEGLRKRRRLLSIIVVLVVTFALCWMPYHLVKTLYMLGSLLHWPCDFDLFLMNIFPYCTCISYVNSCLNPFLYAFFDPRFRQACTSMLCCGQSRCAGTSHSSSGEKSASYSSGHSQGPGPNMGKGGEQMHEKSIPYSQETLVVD
* marks the source's active call; other numbers are inactive results; / = no result given.

entry	SMILES	Gli-Sufu block	Jurkat NFkB inh	697 NFkB inh	EBI2 antag	CCR6 antag	APJ antag	CXCR6 inh	UBC13 polyUb
1	CCc1ccc(N=C2NC(=O)/C(=C/c3cc(Br)c(OCC(=O)O)c(OC)c3)S2)cc1	-3	4	11	11	18	31	-10	-27
2	COc1ccc(OCc2nnc(SCC(N)=O)n2-c2ccccc2OC)cc1	-4	-7	10	-9	-3	-1	-11	9
3	O=C(COC(=O)/C=C/c1cccc(Cl)c1)Nc1ccc2[nH]c(=O)[nH]c2c1	-4	20	3	6	-3	18	-4	-9
4	Cc1c(O)ccc(C(=O)COc2ccccc2F)c1O	-17	-18	-44	-5	12	7	0	-5
5	O=C(N/N=C/c1ccco1)c1cc(-c2ccncc2)nc2ccccc12	-5	25	-32	2	17	14	-8	-12
6	CCCOc1ccc(Oc2cc(C)nc(SC)n2)nn1	3	-5	-4	-10	-10	-3	-11	-8
7	CCCCCN=CC1=C(O)CC(c2ccccc2)CC1=O (stereo not drawn)	-2	13	6	2	18	2	0	6
8	Cc1nn(C)c(C)c1S(=O)(=O)N1CCCC(C(=O)NCCc2ccc(Cl)cc2)C1 (stereo not drawn)	-2	-1	-2	11	1	4	4	1
9	CCOC(=O)C1=C(COC(=O)COc2ccc(Br)cc2)NC(=O)NC1C (stereo not drawn)	-8	-19	-18	-5	-6	-60	-8	-5
10	C[C@H](NC(=O)N1CCn2c1nc1ccccc12)C(=O)NCC1CCCO1 (stereo partly drawn)	6	3	10	-2	6	14	4	-4
11	Cc1cccc(N(C)c2cc(C)nc3ncnn23)c1	0	-4	0	2	-2	17	0	-2
12	O=C(OCc1ccccc1Cl)c1cccnc1Cl	-5	-6	27	-4	4	-26	-5	14
13	Cc1ccc(Cl)c(NC(=O)COC(=O)c2nn(-c3ccccc3)cc2O)c1Cl	13	-4	17	5	4	-16	0	-5
14	COc1ccccc1C(=O)C1CCCN(C(=O)c2ccc(C(C)=O)s2)C1 (stereo not drawn)	-10	-1	-8	-26	7	1	0	-7
15	CCOC(=O)C1=NNC(C(=O)c2ccc(OC)cc2)C1c1ccccc1 (stereo not drawn)	-3	4	-19	3	7	9	5	-3
16	Cc1ccc(N2CC(NS(=O)(=O)c3cc(F)ccc3F)CC2=O)cc1C (stereo not drawn)	4	5	-1	7	1	-73	-6	-3
17	CCc1nnc(NC(=O)C2CCN(C(=O)c3ccco3)CC2)s1	1	6	12	4	1	-7	-4	6
18	COc1cc(OC)c(C(=O)N/N=C/c2ccoc2)cc1OC	-18	-12	13	-12	-8	-2	3	-8
19	CCOC(=O)CN1CC23C=CC(O2)C(C(=O)Nc2ccc(F)cc2)C3C1=O (stereo not drawn)	-5	-22	2	0	14	6	0	-5
20	Cc1c(Br)c([N+](=O)[O-])nn1CC(=O)NCCc1ccc(Cl)cc1	10	-22	11	6	21	0	0	-12
21	COC(=O)C1=C(O)/C(=C/c2cccc(OC)c2O)N=C1C	4	-18	13	0	30	15	18	-68
22	N#Cc1c2n(c3c(N)ncnc13)CCCCC2	5	1	-10	-5	7	-5	1	10
23	c1ccc(Nc2cccc3ccccc23)cc1	2	-9	-12	-6	1	-2	-23	15
24	O=C(CSCc1ccc(Cl)cc1Cl)Nc1c[nH]c(=O)[nH]c1=O	8	6	-7	4	-2	-8	-4	-5
25	CCOc1ccccc1NS(=O)(=O)c1ccc2[nH]c(=O)ccc2c1	11	16	8	-27	9	9	-4	1
26	Cc1cc(C)nc(NC(=S)Nc2cccc(Cl)c2Cl)c1	-13	5	-14	38	2	-1	-9	10
27	O=C(c1cccc(F)c1)N1CCCC(C(=O)N2CCN(c3ccccc3)CC2)C1 (stereo not drawn)	4	0	7	1	7	-2	5	-1
28	CC(C)(C)OC(=O)NC(CC(=O)OCc1ccccc1)C(=O)O (stereo not drawn)	3	-1	21	-16	7	-10	2	6
29	Cc1cccc(-n2cc(CN3CCCN(C=O)CC3)c(-c3cccc(F)c3)n2)c1	/	-5	-1	3	4	3	-5	24
30	O=c1c2[nH]c3cccc(Cl)c3c2ncn1Cc1ccco1	-10	-3	10	0	-6	0	-11	6

Shown in transposed form: entries from further up
18. COc1cc(OC)c(C(=O)N/N=C/c2ccoc2)cc1OC
19. CCOC(=O)CN1CC23C=CC(O2)C(C(=O)Nc2ccc(F)cc2)C3C1=O (stereo not drawn)
20. Cc1c(Br)c([N+](=O)[O-])nn1CC(=O)NCCc1ccc(Cl)cc1
21. COC(=O)C1=C(O)/C(=C/c2cccc(OC)c2O)N=C1C
22. N#Cc1c2n(c3c(N)ncnc13)CCCCC2
23. c1ccc(Nc2cccc3ccccc23)cc1
24. O=C(CSCc1ccc(Cl)cc1Cl)Nc1c[nH]c(=O)[nH]c1=O

assay / compound	18	19	20	21	22	23	24
Gli-Sufu block	-18	-5	10	4	5	2	8
Jurkat NFkB inh	-12	-22	-22	-18	1	-9	6
697 NFkB inh	13	2	11	13	-10	-12	-7
EBI2 antag	-12	0	6	0	-5	-6	4
CCR6 antag	-8	14	21	30	7	1	-2
APJ antag	-2	6	0	15	-5	-2	-8
CXCR6 inh	3	0	0	18	1	-23	-4
UBC13 polyUb	-8	-5	-12	-68	10	15	-5

Continuation.
entry	SMILES	Gli-Sufu block	Jurkat NFkB inh	697 NFkB inh	EBI2 antag	CCR6 antag	APJ antag	CXCR6 inh	UBC13 polyUb
31	O=C(N/C(=C\c1ccco1)C(=O)N1CCOCC1)c1ccccc1Cl	17	15	16	1	9	17	-4	-9
32	O=C(c1cccs1)N1CCC(c2nc3c(nnn3Cc3ccccc3Cl)c(=O)[nH]2)CC1	5	-9	1	3	13	5	-2	14
33	Cc1cccc(C)c1NC(=O)CC1SC2=NCCN2C1=O (stereo not drawn)	-4	2	3	13	5	16	5	0
34	CSc1nc(NCCCN(C)C)c2c3c(sc2n1)CN(C)CC3	/	4	-1	/	/	12	/	25
35	O=C(NNC(=O)[C@H]1CC=CC[C@H]1C(=O)O)c1ccc(Cl)cc1Cl	4	-22	6	3	-3	-11	-11	-2
36	CCC1CCc2c(sc(NC(=O)c3cccnc3)c2C(N)=O)C1 (stereo not drawn)	-19	-18	-31	-5	3	14	11	21
37	CSc1nnc(CCCCCNC(=O)OC(C)(C)C)o1	-16	4	5	6	-3	2	4	0
38	O=C(O)/C=C/c1ccc(OCCCF)cc1	-1	3	16	-13	6	-7	3	1
39	CCOC(=O)c1c(NC(=O)CCC(=O)O)sc2c1CCCCC2	-11	5	11	1	8	-3	16	9
40	CC(=O)N1N=C(c2ccc(C)cc2)CC1c1ccc2c(c1)OCO2 (stereo not drawn)	-44	-57	-61	4	17	8	-1	3
41	O=C(Nc1ccccc1)c1cccc(C(=O)Nc2ccccc2)n1	32	17	-12	1	-6	16	-2	-8
42	CCN(CC(=O)Nc1c(F)cccc1F)C(=O)c1ccc(=O)n(C)n1	-9	/	/	1	1	/	-17	/
43	Cc1cccc(/C(N)=N/OC(=O)Cc2cccc3ccccc23)c1	-15	-8	-1	3	-10	-14	-14	8
44	Cc1[nH]c2ccc(S(N)(=O)=O)cc2c1C	-7	2	-1	-2	3	6	1	8
45	COc1ccc(CNC(=O)COc2ccc(F)cc2)cc1	14	-7	7	-3	8	1	-1	-2
46	CCSc1nnc(NC(=O)COc2ccccc2[N+](=O)[O-])s1	-17	-40	-21	-2	6	3	6	6
47	COc1ccc(Br)cc1CNC(=O)C1CCN(C(=O)N(C)C)CC1	11	-1	16	2	6	-4	1	-2
48	CC(C)Cc1nnc(NC(=O)CCC(=O)NCCc2ccc(Cl)cc2)s1	-4	-13	1	-7	13	4	-10	2
49	CCOc1cc(C2C3=C(CCCC3=O)Nc3ccc4ncccc4c32)ccc1O (stereo not drawn)	1	23	3	17	19	6	-5	1
50	COc1ccccc1NC(=O)Nc1nc(CC(=O)Nc2cccc(F)c2)cs1	0	-12	8	11	10	10	7	44
51	Cc1ccc(S(=O)(=O)N2CC(C)C(=O)CC2C)cc1 (stereo not drawn)	-11	-9	7	7	13	8	4	3
52	COc1ccc(/C=C/C2=CCN(Cc3ccc(OC)cc3)CC2)cc1	50	-11	-8	2	3	-9	-2	3
53	CCOC(=O)N1CCN(S(=O)(=O)c2ccc(OC)c(OC)c2)CC1	7	6	18	1	-4	-9	-6	9
54	Cc1nc(SCC(=O)NC(=O)NC2CCCCC2)nc(C)c1C	-9	-2	-4	2	-2	-10	1	-3
55	O=C(/C=C/c1cn(-c2ccccc2)nc1-c1cccc(Cl)c1)N1CCN(c2ccccn2)CC1	7	6	-1	34	28	23	28	16
56	COCn1c(C(O)c2ccccc2)cc2ccccc21 (stereo not drawn)	2	-1	2	2	18	2	4	-1
57	CCC1(C)CC(CCNS(=O)(=O)c2ccc(C)cc2)(c2ccc(C)cc2)CCO1 (stereo not drawn)	-7	12	7	5	0	9	9	7
58	COc1ccc(C(=O)Nc2ccc(S(=O)(=O)N3CCCC3)cc2)cc1	-10	0	-27	8	4	-25	0	-3
59	COc1cc(-c2nc(C(=O)NCC3CCCO3)cc3c2[nH]c2ccccc23)cc(OC)c1OC (stereo not drawn)	22	-18	36*	-9	3	-1	3	13
60	Cc1cc2c(ncn2C)c(NS(=O)(=O)c2ccc(F)cc2)c1C	-6	1	3	5	11	-2	-7	-13

One compound at a time, from the list above:
`CSc1nnc(CCCCCNC(=O)OC(C)(C)C)o1` is listed as Gli-Sufu block = -16; Jurkat NFkB inh = 4; 697 NFkB inh = 5; EBI2 antag = 6; CCR6 antag = -3; APJ antag = 2; CXCR6 inh = 4; UBC13 polyUb = 0
`O=C(O)/C=C/c1ccc(OCCCF)cc1` is listed as Gli-Sufu block = -1; Jurkat NFkB inh = 3; 697 NFkB inh = 16; EBI2 antag = -13; CCR6 antag = 6; APJ antag = -7; CXCR6 inh = 3; UBC13 polyUb = 1

Continued.
entry	SMILES	Gli-Sufu block	Jurkat NFkB inh	697 NFkB inh	EBI2 antag	CCR6 antag	APJ antag	CXCR6 inh	UBC13 polyUb
61	COc1ccc(OC)c(NC(=S)Nc2ccccc2)c1	25	-2	-2	-13	3	2	6	3
62	N#Cc1cnn(-c2ccccc2)c1NC(=O)c1ccccc1F	0	3	15	2	11	12	0	15
63	COc1ccccc1N=c1oc2cc(O)ccc2cc1C(N)=O	4	2	-38	1	5	3	0	0
64	COc1cc2c3nc4n(c(=O)c3n(CC(=O)N3CCCC3)c2cc1OC)CCS4	23	/	/	15	10	/	11	/
65	O=C(Nc1nonc1-c1ccc(F)cc1)c1ccco1	-15	-1	10	8	26	9	2	-2
66	CCc1nnc(NCC(=O)N2CCc3ccccc32)s1	3	3	5	0	20	10	-4	-14
67	CCC(CC)NC(=O)c1cc(OC)c(OC)c(OC)c1	-1	-9	2	5	0	5	6	4
68	O=C1CCCc2cc3c(ccc4ccccc43)cc21	-14	/	/	-13	-1	/	-8	/
69	CC(=NNC(=O)c1ccncc1)c1cccc(Br)c1	1	/	/	0	2	/	0	/
70	CCCC[C@@H]1CNC(=O)C(=O)N1CCc1cc(C(F)(F)F)cc(C(F)(F)F)c1	-4	20	17	-1	-6	14	-2	-2
